# Screening data from PubChem BioAssay.
# Peg3 imprint – inducers of genomic imprint erasure in mouse ES cells | mouse ES Peg3-LacZ reporter, beta-gal luminescence, 40 h | Potency, µM (highest dose often 60.7 µM), inactives show at the highest dose activity change, positive = activation, actives largely listed as activators | 110,000 compounds, 0.02% hits | AID 1948;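 also: 0% = negative control wells on the plate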
#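 Each well holds 300 Peg3LacZ-Neo (maternal) female ES cells incubated 40 h at 37C, 5% CO2. LacZ is measured by BetaGlo luminescence, with AC50 and maximum efficacy derived from dose-response curves.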
# IkB signaling – IkB pathway inhibition in ABC-DLBCL cells. ABC-DLBCL IkBa-CBG/CBR dual luciferase ratio, 4 h; response scale: scaled: untreated 0%, proteasome inhibitor 100%. Potency, µM (doses to about 57.1 µM), without a hit: at the top dose IkBa stabilization activation. 110,000 compounds, 0.04% hits; active = well fitted curve in the direction sought with a large enough effect in the signal ratio, not every such curve was filed as active; inconclusive = small, poorly fitted or top-dose-only effect, or a change in a side signal; the % refers to the signal ratio;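 also: the direction sought is a rising ratio; 0% = basal untreated cells and 100% = reference inhibitor full response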
#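 Luminescence ratio of IκBα-fused green versus native red beetle luciferase in OCI-Ly3 cells, 4 h post-doxycycline with compound; red signal alone, scaled from basal (0%) to zero light (-100%), flagged nonspecific or cytotoxic effects.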
# p53ts 39C kill – cytotoxicity in p53ts cells at nonpermissive temperature; 130,000 compounds, 1.5% hits; AID 902; H1299-p53A138V viability at 39C, ATP luminescence, 24 h; Potency, µM (highest dose often 46.1 µM), without a hit: at the top dose activity change, negative = cell killing, actives largely listed as cytotoxic; also: nearly all actives have a fitted effect of over 55% in size
# p53ts 32C tox – kills p53ts cells at the permissive temperature; 130,000 compounds, 0.93% hits; Potency, µM (doses to about 46.1 µM), for the others: at the highest dose activity change, negative = cytotoxicity, actives largely listed as cytotoxic; H1299-p53A138V at 32C, ATP luminescence viability, 24 h; AID 924;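 also: 0% = DMSO and -100% = full killing by reference compound; nearly all actives have a fitted effect of over 55% in size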
#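 H1299-p53 A138V cells (temperature-sensitive p53) exposed 24 h to up to 46 uM compound at 32C, where p53 is wild-type in conformation. Viability read as ATP luminescence and normalised to DMSO and 100 uM tamoxifen. AC50 fitted with the Hill equation.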
# * = called active by the depositor; ? = inconclusive; / = not tested or not shown; [ ] = dose if it differs, or a comment. Unless noted, calls follow the shape of the dose curve; as a rule, active = well fitted curve in the direction sought with a large enough effect; inconclusive = small, poorly fitted or top-dose-only effect, or another doubt; inactive = no such curve, though single readings can be large; an effect the other way counts as inactive or inconclusive. Unless noted, % is scaled to controls: 0 for no effect and ±100 for the full control effect; potency is read from the fitted curve at half-maximal effect. Rows were taken by chance. About 1.7% of those tested had a hit in this group.
SMILES,Peg3 imprint,IkB signaling,p53ts 39C kill,p53ts 32C tox
Cc1ccc(CNC(=O)c2ccc(CS(=O)Cc3cccc(Cl)c3)o2)cc1 (stereo unspecified),?,?,-16%,-3%
CC(C)Oc1ccc(C(=O)NNC(=O)c2ccccc2C(=O)O)cc1,/,/,-17%,-10%
Cc1cccn2c(=O)c(C=Nc3ccccc3)c(NCCO)nc12,-20%,-0.3%,9%,6%
Nc1ccc(-n2c(N)c(C(=O)NCc3ccc4c(c3)OCO4)c3nc4ccccc4nc32)cc1,-10%,-1.8%,-11%,3%
O=C(CCCCCN1C(=O)CCC1=O)Nc1ncn[nH]1,-22%,4.3%,4%,0%
CCOC(=O)C(CC)n1cnc2c(cnn2-c2ccc(Cl)cc2)c1=O (stereo unspecified),-10%,1.5%,-20%,16%
O=C(c1cn(CC(=O)N2CCCC2)c2ccccc12)C1CCCCC1,10%,-1.3%,-1%,1%
CC12CCC(C(=O)NCCN3CCCCC3)(CC1=O)C2(C)C (stereo unspecified),1%,0.4%,7%,5%
COc1ccccc1N1CCN(C(=O)CN(c2cc(C)cc(C)c2)S(C)(=O)=O)CC1,-8%,0.2%,3%,3%
COc1ccc(-n2c(Cc3cccn3C)nnc2SCC(=O)Nc2ccccc2C)cc1,-16%,0.9%,-10%,3%
COc1ccc2[nH]c3c(NCCN4CCCCC4)ncnc3c2c1,-58%[inhibitor],2.5%,6%,-7%
CC(C)OCCCNc1nc2c([nH]1)c(=O)n(C)c(=O)n2C,-5%,-1.3%,11%,1%
O=C(OCc1nc(-c2ccccc2)oc1COC(=O)c1ccco1)c1ccco1,6%,0.2%,-1%,13%
CC(=O)CC(C)C,11%,-0.3%,-6%,-5%[1.84 µM]
CCOc1ccc(CCNC(=O)CCSCc2cccc(Cl)c2)cc1OCC,-7%[10.9 µM],-0.8%,-22%,6%
COc1ccccc1-c1nccc(-n2ccnc2)n1,-7%,1.6%[11.4 µM],-7%,-4%
COc1cc(C2SCCCCCCCCCCSC(c3ccc(O)c(OC)c3)SCCCCCCCCCCS2)ccc1O (stereo unspecified),3%[10.9 µM],1.3%[11.4 µM],13%[9.22 µM],14%[9.22 µM]
CC(=O)c1ccc(S(=O)(=O)N2CCC(Oc3ccc(-n4cnnn4)cc3)CC2)cc1,-11%[10.9 µM],1.6%,-1%,4%
CCOc1ccc(CNC(=O)CSc2c3c(nc4cc(Cl)ccc24)CCCC3)cc1,-12%[10.9 µM],?,-25%,-15%
COc1ccc(N2CCN(C(=O)C(C)n3nc(C)c4sc5ccccc5c4c3=O)CC2)cc1 (stereo unspecified),-31%[inhibitor][10.9 µM],-4.5%,10µM*,10µM*
O=C(CSc1nccn1C1CCCC1)Nc1ccc(C(F)(F)F)cc1,-18%[10.9 µM],?,-22%,-18%
CC(NC(=O)c1ccc(NC(=O)c2nsc3ccccc23)cc1)c1ccccc1 (stereo unspecified),-5%[10.9 µM],?,?,?
CCCCNC(=O)CSc1nc2cc3c(cc2c(=O)n1CCCC(=O)NCc1ccc2c(c1)OCO2)OCO3,-16%[10.9 µM],2.9%,0%,9%
Cc1ccc(O)c(C2=NOC(O)(C(F)(F)C(F)F)C2)c1 (stereo unspecified),/,/,2%,-8%
COc1ccccc1CC(NC(C)=O)C(=O)NC1CCN(c2nnnn2-c2ccccc2)CC1 (stereo unspecified),2%,3.9%,-6%,4%
O=C(NCCC1=CCCCC1)C1CCN(C(=O)N2CCOc3ccccc32)CC1,-18%[10.9 µM],?,-22%,1%
COc1ccccc1-c1cc(C(=O)NCc2cccs2)no1,-12%,?,-10%,3%
COc1ccccc1S(=O)(=O)Cc1ccc(C(=O)NCCN2CCCC2)o1,-16%,-0.8%,9%,-1%
Cc1nn(C(=O)c2cccs2)c(N)c1-c1ccccc1,-8%,1.2%,?,13µM*
Cc1ccc2nc(CSc3nnc(NC(=O)c4ccc(C(C)(C)C)cc4)s3)cc(=O)n2c1,-4%[10.9 µM],0.0%,-3%,0%
CCOC(=O)c1cnc(SCC(=O)Nc2sc(C)c(C)c2C#N)nc1N,/,-1.3%,5%,-1%
CC(C)Oc1ccc(CNC(=O)CCCN2C(=O)CCn3nc(-c4cccn4C)cc32)cc1,-10%[10.9 µM],?,-21%,0%
COCCNC(=O)c1c[nH]c2ccc(OC)cc2c1=O,-6%,0.6%,1%,2%
CC1(C)C2CCC(C2)C1(C)NC(=O)CN1CCOCC1 (stereo unspecified),-6%,0.1%,3%,7%
CC(N=C1NS(=O)(=O)c2ccccc21)c1ccccc1 (stereo unspecified),-16%,-0.4%,8%,3%
Cc1ccc2nc(N(Cc3cccnc3)C(=O)C3CCCCC3)sc2c1,-9%[10.9 µM],?,0%,-13%
Cc1ccc(Cl)cc1-n1ncc2c(Nc3cccc(C)c3C)ncnc21,-11%[10.9 µM],?,-18%,-16%
CCc1cnc2c(c1SCC(=O)NCc1ccc(F)cc1)c(=O)n(C)c(=O)n2C,-3%[10.9 µM],?,-20%,-4%
COc1ccc(CCNC(=O)C2CCN(S(=O)(=O)c3cccc4nsnc34)CC2)cc1OC,-10%,0.8%,5%,-10%
CC1(C)N=C(C(=O)c2ccccc2)N(O)C1(C)O (stereo unspecified),-1%,0.9%,-6%,15%
O=c1cc(C(F)(F)F)nc(-c2ccccc2)[nH]1,-6%,3.4%,7%,-8%
CN1CCN(C(=O)C2(NC(=O)Nc3ccccc3Cl)CCCCC2)CC1,/,/,-11%,-8%
CCOC(=O)c1ccc(NC(=O)CCc2ccc(CC)o2)cc1,-15%,6.6%,-7%,-1%
COc1ccccc1NS(=O)(=O)c1cccc(NC(=O)c2ccc3ccccc3n2)c1,/,/,-6%,-9%
Cc1c(CCNC(=O)Cc2ccccc2)sc2nc(-c3ccc(F)cc3)nn12,16%[10.9 µM],?,-2%,-7%
CC(C)c1ccc(NC(=O)CSc2nnc(-c3ccccn3)n2C)cc1,-9%,0.2%,8%,1%
CCC1CCCCN1C(=O)CSc1nc(-c2ccc(OC)cc2)cc(C(F)(F)F)n1 (stereo unspecified),-13%[10.9 µM],?,-6%,0%
Cc1ccc(CN(c2ccc(C(=O)N3CCOCC3)cc2)S(C)(=O)=O)cc1,-6%,2.5%,11%,0%
COc1cc(NC(=O)c2cnn3c(C)cc(C)nc23)c(OC)cc1Cl,-7%,0.1%,16%,6%
CCC(=O)Nc1ccc(-c2nnc3c4ccccc4c(C)nn23)cc1,12%[10.9 µM],-2.7%,13%,-1%
COc1cc(-c2nc(Cn3nnc(C(=O)Nc4ccc(C)cc4C)c3C)c(C)o2)cc(OC)c1OC,15%[10.9 µM],?,-9%,9%
CC(C)c1ccc(-c2noc(C3CCCN(C(=O)c4ccc(F)cc4F)C3)n2)cc1 (stereo unspecified),-4%,?,0%,10%
Cc1cc(SCNC(=O)c2ccccc2)ncn1,9%,2.0%,-17%,-10%
Oc1[nH]c2ccccc2c1C=NCC1CCCO1 (stereo unspecified),-27%,2.3%,7%,-5%
CCN1C(=O)c2cccc3c(NC(=O)c4ccccc4)ccc1c23,/,/,2%,-9%
O=S(=O)(c1ccccc1)c1ccccc1/C=N\O,-3%,0.1%,-2%,6%
O=C(CN1CCOCC1)Nc1cccc(C(=O)Nc2cccc(C(F)(F)F)c2)c1,-19%,-1.3%,-6%,-3%
COc1cc(C)cc2oc(=O)c(CC(=O)NCc3cccc(Cl)c3)c(C)c12,-4%[10.9 µM],-0.6%,-18%,0%
Cc1nnc(N2CCC(C(=O)NC3CCCCC3)CC2)c2nn(-c3ccc(Cl)cc3)c(C)c12,9%[10.9 µM],?,-9%,11%
CCc1nnc(NC(=O)CSc2nnc(CNc3ccc(Cl)cc3)o2)s1,-4%,?,-6%,6%

# Additional compounds.
SMILES,Peg3 imprint,IkB signaling,p53ts 39C kill,p53ts 32C tox
COc1cc(C2c3c(oc4ccccc4c3=O)C(=O)N2CCN2CCOCC2)cc(OC)c1OC (stereo unspecified),-6%,-2.5%,-2%,-15%
NCCOc1ccccn1,-11%[10.9 µM],2.9%[11.4 µM],7%[9.22 µM],6%[9.22 µM]
Cc1ccnc(NS(=O)(=O)c2ccc(NC(=O)C3CCCCC3)cc2)n1,-3%,?,6%,-3%
COc1ccc(NC(=O)CSc2ncc3c(n2)-c2cc(Cl)ccc2N(Cc2ccccc2F)S3(=O)=O)cc1,-10%[10.9 µM],0.5%,2%,-5%
Cc1c(Cl)cnc(NC(=O)COC(=O)C(NC(=O)c2ccco2)C(C)C)c1Cl (stereo unspecified),-10%,1.0%,-3%,16%
CN(C)C(=O)CSc1cccc2cccnc12,-26%,?,-2%,0%
Cc1nn(-c2ccccc2)c(OC(=O)c2ccc(F)cc2)c1S(=O)(=O)c1ccccc1,7%[10.9 µM],?,-2%,-3%
Cc1cccc(S(=O)(=O)C(C#N)c2nc3ccccc3nc2N2CCOCC2)c1 (stereo unspecified),-10%,3.9%,-2%,1%
CCCCN1CCc2c([nH]c3ccccc23)C1=O,-19%,?,-9%,-14%
Cc1ccccc1Nc1nnc(-c2ccc(C)c(S(=O)(=O)N3CCN(C)CC3)c2)c2ccccc12,-13%[10.9 µM],?,-5%,9%
O=c1ccc2cc(S(=O)(=O)Nc3ccc(OC(F)(F)F)cc3)ccc2[nH]1,-12%[10.9 µM],-1.5%,-8%,-10%
Cn1c(-c2ccc(F)cc2)cnc1NCc1ccccc1,10%,?,?,-3%
CCCCCNC(=O)C1CCC(Cn2c(=O)c3sccc3n(CC)c2=O)CC1 (stereo unspecified),-8%[10.9 µM],-1.6%,4%,8%
CCn1c(=O)cc(SCC(=O)N2CCN(c3ccccc3F)CC2)c2ccccc21,6%[10.9 µM],?,-28%,0%
C=C(C)C1CC=C(CN2CCC(C(=O)OCC)CC2)CC1 (stereo unspecified),-15%,1.9%,-4%,-11%
COc1ccccc1-c1nnc(SC/C(O)=C(\C#N)c2nc3ccccc3[nH]2)n1C1CCCCC1,-8%,?,4%,-1%
CCOc1cc(N2CCOCC2)c(OCC)cc1NC(=O)CCS(=O)(=O)c1ccc(Cl)cc1,-8%,0.7%,-4%,-9%
C=CCOC(=O)N1CCN(c2cccc(C(F)(F)F)c2)CC1,-4%,-1.3%,-2%,3%
O=C(O)COCC(=O)Nc1ccc2c(c1)CCC2,-19%,4.6%,-9%,8%
Cc1ccc(NC(=O)CCn2nc(-c3ccccc3)c3ccccc3c2=O)c(C)c1,5%[10.9 µM],?,-1%,8%

# Compound profiles, from the list above. Order of screens: Peg3 imprint	IkB signaling	p53ts 39C kill	p53ts 32C tox
# `Cc1ccc(NC(=O)CCn2nc(-c3ccccc3)c3ccccc3c2=O)c(C)c1` across the screens: 5%[10.9 µM]	?	-1%	8%
# `COc1ccc(NC(=O)CSc2ncc3c(n2)-c2cc(Cl)ccc2N(Cc2ccccc2F)S3(=O)=O)cc1` across the screens: -10%[10.9 µM]	0.5%	2%	-5%

# Following part
SMILES,Peg3 imprint,IkB signaling,p53ts 39C kill,p53ts 32C tox
COc1cccc(C2CC(=O)Nc3c2ccc(C)c3C)c1OC (stereo unspecified),-11%[10.9 µM],?,-12%,4%
O=C(Nc1ccccc1)c1cnc(N2CCCCC2)c2ccccc12,11%[10.9 µM],0.7%,-23%,-7%
O=C(CCCOc1ccc(Cl)cc1Cl)NCC1CCCO1 (stereo unspecified),/,/,-3%,0%
CCNc1ccc(S(=O)(=O)C(F)(F)F)cc1NC(=O)C12CCC(CC1)C2,9%,0.8%,4%,1%
Cc1ccccc1OC(C)c1nc(-c2ccccc2)no1 (stereo unspecified),-9%,-1.4%,-5%,9%
Cc1ccc2cccc(Oc3cnccn3)c2n1,5%,-0.4%,2%,-6%

# Given as tab-separated lines: part of the list above.
smiles	Peg3 imprint	IkB signaling	p53ts 39C kill	p53ts 32C tox
CC(C)Oc1ccc(C(=O)NNC(=O)c2ccccc2C(=O)O)cc1	/	/	-17%	-10%
Cc1cccn2c(=O)c(C=Nc3ccccc3)c(NCCO)nc12	-20%	-0.3%	9%	6%
Nc1ccc(-n2c(N)c(C(=O)NCc3ccc4c(c3)OCO4)c3nc4ccccc4nc32)cc1	-10%	-1.8%	-11%	3%
O=C(CCCCCN1C(=O)CCC1=O)Nc1ncn[nH]1	-22%	4.3%	4%	0%
CCOC(=O)C(CC)n1cnc2c(cnn2-c2ccc(Cl)cc2)c1=O (stereo unspecified)	-10%	1.5%	-20%	16%
